HEK cytotox: Cytotoxic Profiling in HEK 293 Cell Line of Diverse Libraries Using Quantitative High-Throughput Screening; HEK 293 viability, ATP luminescence (CellTiter-Glo), 48-72 h; Potency, µM (titrated, usually from 115 µM), for inactives: at the top dose activity change, negative = cytotoxicity, usual class: inhibitors; hit rate 6.6% among 94,000; AID 1345083, 2018; note: potency is the fitted concentration of half-maximal effect; nearly all actives have a fitted effect of over 60% in size
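ATP-coupled CellTiter-Glo luminescence served as viability read-out, recorded 10 min after reagent addition at room temperature. HEK 293 cells, 250 cells/well, had been incubated with pintool-transferred compound for 48 or 72 hr at 37 degree Celsius.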
SNCA expr inhib: Primary qHTS assay for inhibitors of alpha-synuclein gene (SNCA) expression. HEK-293 SNCA-luciferase knock-in, luminescence, 24 h. AID 1671194, 2021. hit rate 0.17% among 140,000. Potency, µM (titrated, usually from 57.2 µM), inactives show top-dose activity change, negative = inhibition, most hits filed as inhibitors;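 note: potency is the fitted concentration of half-maximal effect; plate controls were DMSO cells for no effect and cell-free wells for full effect; nearly all actives have a fitted effect of over 45% in size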
IP6K1 inh: Primary qHTS assay for small molecule inhibitors of Inositol hexaphosphate kinase 1 (IP6K1); AID 1645851, 2021; hit rate 0.81% among 140,000; Inositol hexakisphosphate kinase 1 (Homo sapiens), Q92551; IP6K1 kinase, ADP-Glo luminescence, 2 h; stronger effect = lower value; activity change, % (series mostly up to about 58 µM); in the data active = activity change below about -25%
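ADP-Glo luminescence measures ADP made by human IP6K1 during a 2 h RT reaction with ATP/IP6 (mix at 1.3 mM/130 uM); top library doses 57.5 and 19.1 uM final.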
HEK293 viab: GF-AFC viability counterscreen for inhibitors of alpha-synuclein gene (SNCA) expression; hit rate 0.12% among 150,000; Potency, µM (titrated, usually from 57.1 µM), inactives show at the highest dose activity change, negative = cytotoxicity, hits mostly cytotoxic; HEK-293-SNCA-luc viability, GF-AFC fluorescence, 24 h;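 note: potency is the fitted concentration of half-maximal effect; 0% = DMSO-treated cells and -100% = medium-only wells without cells; nearly all actives have a fitted effect of over 30% in size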
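Cytotoxicity counterscreen: after 24 h compound treatment of genome-edited SNCA-luciferase HEK-293 cells, live-cell protease substrate GF-AFC read by fluorescence after 30 min; activity scaled between DMSO (0%) and medium-only (-100%), curves Hill-fitted.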
Luciferase inh: Firefly luciferase inhibition profiling of diverse chemical library using quantitative high-throughput screening; hit rate 2.5% among 76,000; Luciferin 4-monooxygenase (Photinus pyralis), P08659; Potency, µM (doses to about 115 µM), for inactives: at the highest dose activity change, negative = inhibition, hits mostly inhibitors; purified P. pyralis luciferase, luminescence, biochemical; note: potency is the fitted concentration of half-maximal effect; nearly all actives have a fitted effect of over 65% in size
Target sequence (P08659 whole entry, looked up): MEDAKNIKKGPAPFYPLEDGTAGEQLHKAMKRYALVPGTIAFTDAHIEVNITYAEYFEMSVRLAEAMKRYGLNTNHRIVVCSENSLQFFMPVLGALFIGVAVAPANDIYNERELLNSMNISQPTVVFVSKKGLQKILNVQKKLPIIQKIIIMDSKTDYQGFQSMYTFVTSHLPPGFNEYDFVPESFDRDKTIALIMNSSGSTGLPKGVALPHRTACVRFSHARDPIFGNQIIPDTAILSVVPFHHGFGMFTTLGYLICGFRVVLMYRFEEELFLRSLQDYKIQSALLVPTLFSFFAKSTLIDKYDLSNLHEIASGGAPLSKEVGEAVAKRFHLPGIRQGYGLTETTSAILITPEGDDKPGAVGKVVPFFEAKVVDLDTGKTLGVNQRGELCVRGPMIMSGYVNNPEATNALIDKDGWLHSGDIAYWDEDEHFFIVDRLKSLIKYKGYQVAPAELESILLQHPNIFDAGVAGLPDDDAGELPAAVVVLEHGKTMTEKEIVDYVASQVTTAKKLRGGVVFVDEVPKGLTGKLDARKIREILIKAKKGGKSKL
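Inhibitors were tested against purified firefly luciferase in a biochemical, low-substrate format (both substrates at 10uM) and luminescence measured with a CCD imager.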
3T3 cytotox: Cytotoxic Profiling in NIH 3T3 Cell Line of Diverse Libraries Using Quantitative High-Throughput Screening; NIH 3T3 viability, CellTiter-Glo ATP luminescence, 48-72 h; Potency, µM (series often up to 96.7 µM), without a hit: at the highest dose activity change, negative = cytotoxicity, usual class: inhibitors; hit rate 4.3% among 94,000; AID 1345082, 2018; note: potency is the fitted concentration of half-maximal effect; nearly all actives have a fitted effect of over 55% in size
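First NIH 3T3 cells are plated at 400 cells/well; next compound is pinned in; then plates incubate 48 or 72 hr at 37 °C; finally CellTiter-Glo is added and luminescence read after 10 min.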
GPT2 inh: Primary qHTS assay for inhibitors of Glutamate pyruvate transaminase 2 (GPT2); hit rate 0.25% among 100,000; Recombinant GPT2, coupled pyruvate oxidase/HRP Amplex Red fluorescence; Potency, µM (doses to about 57.7 µM), for inactives: at the highest dose activity change, negative = inhibition, actives largely listed as inhibitors; Alanine aminotransferase 2 (Homo sapiens), Q8TD30; note: potency is the fitted concentration of half-maximal effect; nearly all actives have a fitted effect of over 60% in size; many of its hits are not listed in these tables
Target sequence (Q8TD30 whole entry, looked up): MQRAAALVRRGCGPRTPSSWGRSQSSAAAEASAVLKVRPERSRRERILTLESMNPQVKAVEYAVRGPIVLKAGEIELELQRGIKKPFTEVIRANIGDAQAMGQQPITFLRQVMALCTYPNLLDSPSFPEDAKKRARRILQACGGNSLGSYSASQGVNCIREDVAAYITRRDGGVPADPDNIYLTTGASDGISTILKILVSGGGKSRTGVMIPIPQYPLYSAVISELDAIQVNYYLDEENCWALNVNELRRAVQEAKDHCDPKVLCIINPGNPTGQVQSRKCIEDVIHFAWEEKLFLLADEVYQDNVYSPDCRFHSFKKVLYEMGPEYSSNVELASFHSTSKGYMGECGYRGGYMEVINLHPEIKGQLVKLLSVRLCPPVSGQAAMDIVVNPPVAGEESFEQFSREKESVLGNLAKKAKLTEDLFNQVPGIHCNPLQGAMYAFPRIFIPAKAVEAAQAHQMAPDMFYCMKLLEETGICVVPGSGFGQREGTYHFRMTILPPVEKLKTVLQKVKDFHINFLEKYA
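Inhibition is scored from Amplex Red fluorescence generated when pyruvate oxidase and HRP act on pyruvate released by GPT2. Reactions contain 10ng/uL enzyme, 250uM a-KG and 2mM L-alanine and run 30 min at room temperature.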
* = called active by the depositor; i = inactive; ? = inconclusive; . = no result given; & = joins results of further samples; [ ] = remark or other dose. Unless noted, calls come from the whole dose curve; as a rule, active = well fitted curve in the direction sought with a large enough effect; inconclusive = small, poorly fitted or top-dose-only effect, or another doubt; inactive = no such curve, though single readings can be large; an effect the other way counts as inactive or inconclusive. Unless noted, % is set by controls: 0 for no effect and ±100 for the full control effect. Not all compounds are listed. The share of hits here may be higher or lower than overall.

SMILES	HEK cytotox	SNCA expr inhib	IP6K1 inh	HEK293 viab	Luciferase inh	3T3 cytotox	GPT2 inh
CC(C)(C)COC(=O)N1C[C@H](C(N)=O)[C@H]2c3ccccc3N(CC3CC3)C(=O)[C@]21C	?	5%[25.6 µM]	-4	1%[23.9 µM]	.	-24%[46.1 µM]	-11%[27.3 µM]
CC1(C)CC(=O)N(CCCCN2CCN(c3ncccn3)CC2)C(=O)C1	.	.	2	3%	.	.	i
CCc1ccc(-n2c(=O)c3ccc(C(=O)NCCc4ccccc4)cc3n(CC(N)=O)c2=O)cc1	.	4%	-1	-3%	.	.	.
O=C(c1cccs1)N1CCC(N2CC3CC(C2)[C@H]2CCCC(=O)N2C3)CC1 (stereo not given in full)	17%	-3%	15	13%	-1%	3%	-2%
COc1ccc(-c2nn(-c3ccccc3)cc2CN2CCCC(C)(O)C2)c(F)c1 (stereo not given)	89µM*	7%	-9	-2%	9%	?	i[11.5 µM]
O=c1ccc2ccccc2o1	.	26%[25.6 µM]	-11	-23%[23.9 µM]	.	.	i
CCN1c2cc(C(=O)NCc3ccncc3)ccc2C(=O)N2CCCCC21 (stereo not given)	?	0%	13	1%[12.5 µM]	9%	-22%	i
CC(C)(C)c1cc(C[C@@H]2CC[C@H](O)[C@@H](CNC(=O)C3CC3)O2)no1	-6%[172 µM]	65%[activator][87.6 µM]	5	0%[87.6 µM]	-10%[172 µM]	-11%[138 µM]	1%[88.5 µM]
Clc1ccc(COC(Cn2ccnc2)c2ccc(Cl)cc2Cl)c(Cl)c1 (stereo not given)	.	-13%	.	-18%	.	.	-2%
COc1ccc(C(=O)N2CCC3(CC2)C(OC)CN3c2cccc(F)c2)c(OC)c1 (stereo not given)	?	-1%	-8	1%	9%	-29%	i
COCCC(=O)N1CCN(C(=O)N2CC3CC(C2)[C@H]2CCCC(=O)N2C3)CC1 (stereo not given in full)	-2%	-8%	25	4%	4%	i	?
CCCc1cc(=O)[nH]c(SCc2nc(-c3ccc(OCC)cc3)no2)n1	.	-6%	11	7%	.	.	.
Cc1ncoc1C(=O)NCCc1ncc(C)n1CC1CC1	i	-20%	-2	-2%	-3%	2%	i
CN(C)C(=O)N1CCCn2nc(CNC(=O)C(=O)c3ccco3)cc2C1	?	14%	9	7%	-1%	-2%	4%
COc1ccccc1-c1[nH]nc2ncc(C(=O)N(C)c3ccccc3)nc12	89µM*	7%[87.6 µM]	2	-15%[87.6 µM]	-6%[172 µM]	?	1%[88.5 µM]
CNc1nc2c(s1)C(c1ccccc1F)CC(=O)N2 (stereo not given)	9%	-9%	-11	-15%	-10%	3%	?
CN(C)C(=O)N1CCC2(CC1)CN(C(=O)CCC(=O)O)Cc1ccccc1O2	-5%	-17%	10	3%	.	-7%	-3%
CNC(=O)c1ccc(CC2CCN(C(=O)C3CC3)CC2)cc1	-6%	-1%	-10	2%	-1%	-5%	-1%
COC(=O)c1ccc2nc(C[C@@H]3C[C@@H](C(C)C)[C@H](CNC(=O)COCC(=O)O)C=C3C)[nH]c2c1	-18%	1%	15	7%	-4%	-27%	-15%
COc1ccc2[nH]cc(CCN=C(NC(=O)c3cccc(Cl)c3)Nc3nc(C)cc(C)n3)c2c1	.	17%	-5	11%	.	.	.
COc1ccccc1-c1cc2c(ccn2CC2CCN([S+](C)(=O)[O-])CC2)c(N2CCOCC2)n1	?	5%	-4	10%	-15%	?	-13%
COc1ccc2[nH]c(S(=O)Cc3ncc(C)c(OC)c3C)nc2n1 (stereo not given)	.	-14%[25.6 µM]	10&5	-40%	.	.	-2%
O=C(CSc1nc(=O)[nH]c2c1CCCC2)NCc1ccc(F)cc1	.	-14%	6	0%	.	.	.
O=C(c1ccc(Cl)nc1)N1CCCN(c2ccc3nnc(C4CC4)n3n2)CC1	4%	.	7	.	.	0%	.
Cc1ccc(NC(=O)c2nc3sccn3c2-c2cccc(C(F)(F)F)c2)cc1	?	-26%	8	-12%	.	?	2%

The closing four entries of the section above come first, to join the parts:
SMILES	HEK cytotox	SNCA expr inhib	IP6K1 inh	HEK293 viab	Luciferase inh	3T3 cytotox	GPT2 inh
COc1ccc2[nH]c(S(=O)Cc3ncc(C)c(OC)c3C)nc2n1 (stereo not given)	.	-14%[25.6 µM]	10&5	-40%	.	.	-2%
O=C(CSc1nc(=O)[nH]c2c1CCCC2)NCc1ccc(F)cc1	.	-14%	6	0%	.	.	.
O=C(c1ccc(Cl)nc1)N1CCCN(c2ccc3nnc(C4CC4)n3n2)CC1	4%	.	7	.	.	0%	.
Cc1ccc(NC(=O)c2nc3sccn3c2-c2cccc(C(F)(F)F)c2)cc1	?	-26%	8	-12%	.	?	2%
Cc1ccnc(N2CCN(C3CCC4(CCNCC4)CC3)CC2)c1	45µM*	?	13	-6%	1%	?	-12%
COc1ccc(C)cc1NC(=O)c1ccc2c(SCC(=O)O)c3c(nc2c1)CCCC3	.	-13%	-2	0%	.	.	.
C/C=C(\C)C(=O)O[C@H]1[C@@H](O[C@]2(COC(=O)CC(C)C)O[C@H](COC(=O)C(C)C)[C@@H](OC(C)=O)[C@@H]2O)O[C@H](COC(C)=O)[C@@H](O)[C@@H]1O	.	.	-38*	-3%[23.9 µM]	.	.	i
CCn1cc([S+](=O)([O-])N2CCN(C(=O)N3CC4CC(C3)[C@H]3CCCC(=O)N3C4)CC2)cn1 (stereo not given in full)	-1%	-11%	32	-2%	-6%	i	3%
COc1ccc(C(=O)N[C@@H]2c3ccccc3C3(CCNCC3)[C@H]2OC)cc1C	?	2%	-5	-17%	2%	?	-17%
O=C(NCCSc1c[nH]c2ccccc12)c1ccc(Cl)cc1	.	-4%	-5	-4%	.	.	.
COc1ccc(CNC(=O)CN2N=C(c3ccc(Cl)cc3)CCC2=O)cc1	.	1%	18	1%	.	.	.
COc1cccc(CN2CCOC[C@H](Oc3cccnc3)C2)c1	i	17%[87.6 µM]	8	-4%[87.6 µM]	-1%[172 µM]	-2%[138 µM]	-4%[88.5 µM]
COCCNC(=O)Cc1c[nH]c2ncc(-c3ccccc3)cc12	-17%[172 µM]	-28%[87.6 µM]	18	7%[87.6 µM]	5%[172 µM]	?	i
Cc1ccc(C(=O)N2CCCC(C(=O)N3CCCC(c4nc5ccncc5[nH]4)C3)C2)cc1 (stereo not given)	-26%	5%	-5	-5%	.	-25%	i
O=C1CCC(C(=O)N2C[C@@H](COCC3CC3)[C@H](c3ccccn3)C2)=NN1	?	-10%	4	-18%	-7%	5%	4%
Cc1nn(-c2ccccn2)c(C)c1[C@@H]1C=C[C@@H](NC(=O)NCc2ccccc2)C1	?	24%[87.6 µM]	6	-12%[87.6 µM]	?	?	3%[88.5 µM]
Cc1ccc(-c2cc3c(=O)n(CCNC(=O)C4CCCCC4)ccn3n2)cc1C	-1%	55%[activator]	-7	-4%	0.63µM*	0%	i
COc1ccc(C(=O)N2CC(N3C(=O)c4c(c(C)nn4-c4ccccc4)C3C(C)C)C2)cc1 (stereo not given)	1%	.	9	.	.	-18%	.
Cc1ccc(-c2cn3cc(C(=O)NC4CCCCCC4)nc3s2)cc1	-18%	-4%	8	11%	.	-31%	?
CC(C)c1nc2c(c(-c3ccc(O)cc3)n1)CCN(Cc1ccc(C(F)(F)F)cc1)CC2	35µM*	16%	9	-8%	3%	40µM*	-13%
Cc1ccccc1CC(=O)N1CCC2(CC1)N=C(c1cccc(Br)c1)NO2	89µM*	6%	11	?	0%	?	i
COc1cc([C@H]2O[C@H](c3cc(OC)c4c(c3)OCO4)[C@H](C)[C@H]2C)cc(OC)c1OC	.	.	-4	-27%[23.9 µM]	.	.	1%[27.3 µM]
O=C(NC1CCOC2(CCOCC2)C1)c1ccc(Cl)s1 (stereo not given)	-3%	6%	16	3%	-11%	5%	-5%
Cc1noc(-c2cccs2)c1C(=O)NCc1ccco1	-12%	8%	-2	0%	1%	-16%	i
COc1cc(NC(=O)Cn2c(-c3cnccn3)nc(C)c(CCO)c2=O)cc(OC)c1	-5%	-16%	-9	0%	0%	i	-6%
CC(C)(C)CC(=O)N1Cc2[nH]cnc2C[C@H]1C(=O)NCc1ccccc1	-7%[172 µM]	26%[87.6 µM]	16	3%[87.6 µM]	1%[172 µM]	-12%[174 µM]	?
O=c1n(Cc2ccccc2Cl)c2ccccc2c2nc(-c3ccccc3)nn12	.	52%[activator]	53	11%	.	.	.
COc1ccccc1C(=O)NC(=O)Nc1ccc(-n2nc(C(F)(F)F)cc2C(F)(F)F)cc1	.	8%	-6	-7%	.	.	.
CCOC(=O)C1=C(C)NC(=O)NC1c1ccccc1Cl (stereo not given)	-23%	-3%	3	1%	-1%	-19%	i

Going on with the list:
SMILES	HEK cytotox	SNCA expr inhib	IP6K1 inh	HEK293 viab	Luciferase inh	3T3 cytotox	GPT2 inh
Cc1ccc(C(=O)N2CCn3c(nnc3C3CCCNC3)C2)cc1 (stereo not given)	-19%[172 µM]	-13%[87.6 µM]	9	-4%[87.6 µM]	2%[172 µM]	0%[138 µM]	i
CCC(=O)NC[C@H]1Cn2c(-c3ccc4c(c3)OCO4)cnc2CO1	-17%[172 µM]	-2%[87.6 µM]	-1	7%[87.6 µM]	-13%[172 µM]	-21%[138 µM]	?
CCC(CC)C(=O)Nc1nnc(S(=O)(=O)N2c3ccccc3CC2C)s1 (stereo not given)	.	3%	20	15%	.	.	.
COc1cccc(CNC(=O)[C@@H]2C[C@@H](O)CN2C2CCN(C(=O)c3ccc4ccccc4n3)CC2)c1	-5%	5%	-1	5%	0%	-3%	i
COc1ccc2c(c1OC)C(=O)OC2[C@H]1c2c(cc3c(c2OC)OCO3)CCN1C (stereo not given in full)	.	-11%	.	?	.	.	i
COCCOc1ccc2c(n1)CCN(C(=O)Cc1ccccc1C)C2	?	?	-10	2%[12.5 µM]	-1%	-14%	i
COc1ccc(-n2nc(C(=O)Nc3ccc(Br)cc3C)c3c4ccccc4n(C)c3c2=O)cc1	.	-2%	-8	-1%	.	.	.
O=C(Nc1cccnc1)N1CC2ON=C(C(=O)N3CCN(c4ncccn4)CC3)C2C1 (stereo not given)	-7%	-33%	5	3%	.	-10%	-4%
Cc1nc2c(c(-c3ccc(O)cc3)n1)CN(Cc1ccccc1OC(F)(F)F)CC2	?	?	-4	3%	-7%	?	?
